Scp-1 inhibitor = Scp-1 (human) phosphatase inhibition. Recombinant Scp1, phosphopeptide, malachite green phosphate absorbance. inhibition, % at 20 µM. actives 0.88% (n = 340,000). Q9GZU7;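 active means inhibition above about 50% at 20 µM, limit read from the data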;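 further: plate controls were DMSO wells with enzyme for no effect and wells lacking enzyme for full effect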
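Test system: SCP-1 phosphatase catalytic domain, residues 76-261; measured by: colorimetric phosphate reagent with accelerator and stabiliser, absorbance at 630 nm; timing: enzyme reaction 45 min at room temperature, colour 5 min, stabilisation 30 min; also added: Phosphorylated 17-residue peptide substrate; compound dosing: one concentration, 20 µM, with 1.0% DMSO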
MsrA inhibitor = bovine MsrA inhibition; purified bovine MsrA, absorbance read-out; inhibition, % at 15.5 µM; actives 0.75% (n = 360,000); AID 651718; in the data active means inhibition above about 4.5%;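 further: 0% = vehicle wells with enzyme and 100% = reference inhibitor wells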
Rpn11 block = inhibitors of human proteasome Rpn11; AID 588493; calls only at 20 µM; human 26S proteasome, Ub4-pepOG fluorescence polarization; 20S core pre-blocked with epoxomicin; actives 0.59% (n = 360,000);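 active means inhibition at 20 µM, scaled to each plate's controls, above about 33%, limit read from the data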
DNMT1 block = inhibitors of human DNMT1. DNMT1 molecular beacon, Hinp1I cleavage, fluorescence. inhibition (reported as % activation of signal), % at 10 µM. actives 0.83% (n = 360,000); in the data active means inhibition above about 50%
NadD inh = blocks S. aureus nicotinate mononucleotide adenylyltransferase; inhibition, % at 20 µM; purified NadD enzyme, colorimetric absorbance read-out; actives 0.78% (n = 360,000); in the data active means inhibition above about 26%; further: some compounds past the cut are filed as inactive
SUMO1-SIM PPI = SUMO1-SIM interaction modulation; SUMO1 binding to a labelled peptide, TR-FRET, 1 h; inhibition, % at 20 µM; actives 0.33% (n = 360,000); AID 602429; in the data active means inhibition above about 37%
Target sequence (P63165 whole entry, looked up): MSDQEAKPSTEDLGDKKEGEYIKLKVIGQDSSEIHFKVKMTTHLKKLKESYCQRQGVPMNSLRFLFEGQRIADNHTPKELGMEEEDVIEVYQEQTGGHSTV
STEP block = inhibitors of human striatal-enriched phosphatase STEP; P54829; recombinant STEP, OMFP fluorogenic substrate, fluorescence; inhibition, % at 20 µM; actives 0.25% (n = 360,000); AID 588621;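 active means inhibition at 20 µM, scaled per plate between control wells, above about 37%, limit read from the data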;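 further: 0% = DMSO with enzyme and substrate and 100% = substrate only without enzyme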
Target sequence (P54829 whole entry, looked up): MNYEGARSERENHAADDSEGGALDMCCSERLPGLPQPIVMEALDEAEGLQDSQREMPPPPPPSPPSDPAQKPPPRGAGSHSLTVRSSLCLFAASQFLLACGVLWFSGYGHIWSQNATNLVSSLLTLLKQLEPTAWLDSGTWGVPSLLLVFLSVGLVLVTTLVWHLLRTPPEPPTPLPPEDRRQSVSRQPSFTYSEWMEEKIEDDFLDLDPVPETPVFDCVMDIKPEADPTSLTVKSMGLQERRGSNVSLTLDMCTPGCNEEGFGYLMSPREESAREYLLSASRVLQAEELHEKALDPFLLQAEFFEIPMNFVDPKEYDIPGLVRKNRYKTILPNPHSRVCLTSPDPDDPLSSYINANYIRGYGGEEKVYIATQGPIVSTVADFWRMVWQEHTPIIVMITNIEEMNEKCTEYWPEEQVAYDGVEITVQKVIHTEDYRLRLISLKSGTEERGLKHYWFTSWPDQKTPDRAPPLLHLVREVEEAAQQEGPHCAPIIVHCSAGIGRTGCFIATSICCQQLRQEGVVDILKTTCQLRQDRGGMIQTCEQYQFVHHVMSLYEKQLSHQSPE
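System: STEP (striatal-enriched tyrosine phosphatase) enzyme, cell-free; medium: Bis-Tris pH 6.0 buffer with DTT, detergent; dosing: 20 µM, 1% DMSO; times: reaction 20 min, ambient temperature; detection: fluorescence, 480/540 nm; read-out basis: normalized % inhibition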
CSN inh = blocks human CSN-mediated cullin deneddylation; actives 0.38% (n = 360,000); Q92905; inhibition, % at 12.5 µM; Purified CSN, SCF-Nedd8-OG deneddylation, fluorescence polarization;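 active means pattern-corrected inhibition above about 35%, with an unprinted fluorescence ratio check between 0.5 and 1.5, limit read from the data, passing the limit was not always enough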;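 further: 0% = enzyme with substrate and 100% = substrate without enzyme; some results filed as inactive read as strong as hits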
Target sequence (Q92905 whole entry, looked up, one chain of several): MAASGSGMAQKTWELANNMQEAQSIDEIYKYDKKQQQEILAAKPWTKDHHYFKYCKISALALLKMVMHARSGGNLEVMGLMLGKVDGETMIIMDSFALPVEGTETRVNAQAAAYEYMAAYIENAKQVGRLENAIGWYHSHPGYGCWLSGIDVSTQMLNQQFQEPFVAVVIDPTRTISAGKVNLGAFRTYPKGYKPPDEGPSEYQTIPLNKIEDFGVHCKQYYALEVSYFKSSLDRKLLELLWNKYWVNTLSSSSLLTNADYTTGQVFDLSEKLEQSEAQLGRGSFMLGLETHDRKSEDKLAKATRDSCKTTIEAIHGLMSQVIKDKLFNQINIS
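test system = HEK293T-derived human Csn5 enzyme | amount = 0.24 nM Csn5 enzyme, final concentration | medium = Tris/NaCl/DTT buffer, pH 7.5 | schedule = 90 min reaction at room temperature | signal = FP | evaluation = inhibition of Csn5 cleavage, % | compound dosing = single dose of 12.5 µM compound with 0.25% DMSO | probe or stimulus = 10 nM SCFSkp2-Nedd8OG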
LMPTP block = LMPTP (human) inhibition; recombinant LMPTP-A, OMFP fluorogenic substrate, fluorescence intensity; P24666; actives 0.22% (n = 360,000); inhibition, % at 20 µM; AID 651560;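 active means compounds that cut the enzyme signal by at least half of the control window in the single-dose screen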;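 further: plate controls were DMSO wells with enzyme plus substrate for no effect and substrate without enzyme for full effect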
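Test system: LMPTP-A phosphatase enzyme. Amount: LMPTP-A at 0.625 nM final in the reaction. Reagent: OMFP substrate, 400 µM final. Times: 50 min at room temperature. Signal: endpoint fluorescence intensity from OMFP dephosphorylation. Read-out basis: % inhibition. Benchmarks: no-enzyme and uninhibited controls.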
Tb MetRS inh = Trypanosoma brucei MetRS inhibition | purified T. brucei MetRS, ATP depletion, Kinase-Glo luminescence | inhibition, % at 11.9 µM | actives 0.4% (n = 360,000) | AID 624268;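 active means inhibition above a per-plate cutoff of the control wells' mean inhibition plus 3 SD, cut at about 5.5% in these data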;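 further: 0% = DMSO wells median and 100% = median of wells with control inhibitor compound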
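Test system – parasite MetRS enzyme · Reagent – substrates ATP, L-methionine and bulk Escherichia coli tRNA · Doses – 11.9 µM compound single dose, 0.9% DMSO · Times – 15 min enzyme-compound preincubation, 2 h reaction, 10 min detection, 25 °C · Signal – Kinase-Glo luminescence, ATP depletion format · Controls – DMSO-only wells as low control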
The depositor's hits bear a star; i = inactive; . = no result given.

#1 O=C1C2CCN(CC2)C1(CO)CO
#2 N#CC(C#N)=Cc1ccc(N2CCOCC2)cc1
#3 CCN1C[C@]2(COC)CC[C@H](OC)[C@@]34C1[C@]1(OCO[C@@]15C[C@H](OC)[C@H]1C[C@@H]3[C@@H]5[C@H]1OC)[C@@H](O)[C@H]24
#4 CCc1c(-c2ccccc2)nc2ccccc2c1C(=O)N1CCC2(CC1)OCCO2
#5 CC(=O)OC1CC[C@]2(C#N)[C@H]3CC[C@]4(C)[C@H](C5C=CC(=O)O5)CCC4(O)C3CCC2(O)C1 (stereo partly drawn)
#6 C=CC1CN2CCC1CC2[C@@H](OC(=O)c1ccc(OC)cc1)c1ccnc2ccccc12 (stereo partly drawn)
#7 CCc1ccc(N2C(=O)NC(=O)/C(=C/c3cccn3CCOc3ccc(C(C)CC)cc3)C2=O)cc1 (stereo not drawn)
#8 Cc1ccc2nc(N3CCC(C(=O)N4CCC5(CC4)OCCO5)CC3)sc2c1
assay / entry	1	2	3	4	5	6	7	8
Scp-1 inhibitor	.	-6	-4	-5	-10	-5	-3	1
MsrA inhibitor	0.2	4.4	2.6	0.6	-0.5	-0.4	-0.9	0.4
Rpn11 block	i	i	i	i	i	i	.	i
DNMT1 block	3	3	0	-1	2	3	44	6
NadD inh	-2	-2	1	-4	-1	-4	5	-3
SUMO1-SIM PPI	0	-31	6	1	-2	-2	-1	-1
STEP block	-1	0	-3	-1	-2	-5	1	-4
CSN inh	3	5	-1	6	-4	6	22	5
LMPTP block	-1.8	0.9	-0.8	-0.6	-1.5	-1.5	-0.4	-1.3
Tb MetRS inh	0.2	-0.4	-0.1	0.1	-0.7	-0.5	-0.3	-0.8

#9 CCn1c(O)c(C=NCCc2c[nH]c3ccccc23)c(=O)[nH]c1=O
#10 COCCN(C(=O)COC(=O)Cc1ccccc1)c1c(N)n(Cc2ccccc2)c(=O)[nH]c1=O
#11 C1=C(c2ccccc2)CCNC1
#12 CN1CCc2nc3sc(C(=O)NC(C)(C)C)c(N)c3cc2C1
#13 CCOC(=O)C1CCCCC12C(C#N)=C(N)Oc1n[nH]c(C)c12 (stereo not drawn)
#14 CN1CC(C(=O)c2ccc(Cl)cc2)C(c2ccccc2F)C1 (stereo not drawn)
#15 CCOP(=O)(OCC)C(NC(=O)c1ccc(C)cc1)C(Cl)(Cl)Cl (stereo not drawn)
#16 CC1=[N+]([O-])C2(N)CCc3nonc3C2(O)C1 (stereo not drawn)
assay / entry	9	10	11	12	13	14	15	16
Scp-1 inhibitor	-2	-6	3	5	-1	-8	-8	1
MsrA inhibitor	0.6	-0.5	1.7	2.1	-0.4	-1.5	1.4	0.3
Rpn11 block	i	i	i	i	i	i	i	i
DNMT1 block	0	3	2	-7	-1	0	0	2
NadD inh	-1	0	5	-5	-8	-7	0	0
SUMO1-SIM PPI	0	2	2	-19	-2	-1	-1	-3
STEP block	-1	-2	0	-1	-2	4	3	1
CSN inh	-8	0	6	-4	1	-7	-1	3
LMPTP block	-1.5	-1.3	-1.4	-1.2	-0.9	1.5	-2.0	-1.9
Tb MetRS inh	-0.1	-0.3	-0.3	-1.6	-0.4	-0.8	-0.4	0.1

Of the compounds above, these have a Cl atom.
#14 CN1CC(C(=O)c2ccc(Cl)cc2)C(c2ccccc2F)C1 (stereo not drawn)
#15 CCOP(=O)(OCC)C(NC(=O)c1ccc(C)cc1)C(Cl)(Cl)Cl (stereo not drawn)
assay / entry	14	15
Scp-1 inhibitor	-8	-8
MsrA inhibitor	-1.5	1.4
Rpn11 block	i	i
DNMT1 block	0	0
NadD inh	-7	0
SUMO1-SIM PPI	-1	-1
STEP block	4	3
CSN inh	-7	-1
LMPTP block	1.5	-2.0
Tb MetRS inh	-0.8	-0.4

Remaining list, next part:
#17 Cc1cc(=O)n(-c2ccccc2)n1-c1ccccc1
#18 O=C(NC1CONC1=O)OCC(Cl)(Cl)Cl (stereo not drawn)
#19 C#CC1(O)C=CC2C3CCC4=CC(=O)CCC4C3CCC21CC (stereo not drawn)
#20 COc1ccc(CNCCc2ccc(Cl)cc2)c(OC)c1OC
#21 CCN(CC)C(=O)c1ccc(NC(=O)Cn2nc(C)c3ccccc3c2=O)cc1
#22 CNC(=S)N1CCn2cccc2C1c1cccnc1 (stereo not drawn)
#23 CC1CC(OP(O)(=S)c2ccc(N(C)C)cc2NC(=O)c2cccs2)CC(C)(C)C1 (stereo not drawn)
#24 CC(Cc1cccs1)NCc1ccc(Cl)cc1 (stereo not drawn)
assay / entry	17	18	19	20	21	22	23	24
Scp-1 inhibitor	0	4	-7	1	-2	-1	-3	-1
MsrA inhibitor	-1.4	0.5	0.2	2.8	1.1	1.6	1.6	0.7
Rpn11 block	i	i	i	i	i	i	i	i
DNMT1 block	9	0	0	3	3	0	-13	-2
NadD inh	-4	-1	0	-9	-2	-4	19	0
SUMO1-SIM PPI	0	-1	1	4	0	1	-2	-3
STEP block	-3	0	-3	2	0	0	4	-3
CSN inh	-2	-5	4	0	4	0	-4	-3
LMPTP block	-1.0	-2.4	0.2	-1.0	-1.8	-1.3	1.2	-1.4
Tb MetRS inh	0.5	-1.0	-0.2	-1.0	-1.1	-0.2	-0.2	0.0

#25 C[N+]1(C)[C@@H]2CC[C@H]1CC(OC(=O)C(CO)c1ccccc1)C2 (stereo partly drawn)
#26 COc1ccccc1NC(=O)c1cn(CCC#N)nc1-c1cccc(Cl)c1
#27 COc1ccc(N2C(=O)/C(=C/c3cccs3)C(=O)NC2=S)cc1
#28 COC(=O)C1=C(c2ccc(F)cc2OCc2ccccc2)C[C@@H]2CC[C@H]1N2C(=O)NCc1ccc(OC)cc1
#29 CC(=NCCc1c[nH]c2ccccc12)c1c(O)n(Cc2ccccc2)c(=O)[nH]c1=O
#30 CCC(C)OC(=O)c1c(N)n(Cc2cccs2)c2nc3ccccc3nc12 (stereo not drawn)
#31 N#CC(C#N)=Cc1cccnc1
#32 C=CCn1c(O)c(C(CC)=Nc2ccc3c(c2)CCC3)c(=O)[nH]c1=O
assay / entry	25	26	27	28	29	30	31	32
Scp-1 inhibitor	-9	-6	11	-14	-11	-4	-9	-1
MsrA inhibitor	0.8	0.2	-0.4	-0.8	2.2	0.9	1.1	-1.1
Rpn11 block	i	i	i	i	i	i	i	i
DNMT1 block	1	-3	2	-6	-4	-27	2	2
NadD inh	3	-4	0	-4	-3	8	0	-8
SUMO1-SIM PPI	0	3	3	1	9	1	3	-3
STEP block	-3	-1	-3	3	2	2	-1	-2
CSN inh	0	2	0	0	107	-6	0	-1
LMPTP block	-1.0	0.6	-1.5	8.8	2.8	4.7	-1.0	-1.0
Tb MetRS inh	0.0	0.0	0.4	-0.2	0.8	2.3	0.4	0.6

4 records picked at random from those above:
#32 C=CCn1c(O)c(C(CC)=Nc2ccc3c(c2)CCC3)c(=O)[nH]c1=O
#29 CC(=NCCc1c[nH]c2ccccc12)c1c(O)n(Cc2ccccc2)c(=O)[nH]c1=O
#26 COc1ccccc1NC(=O)c1cn(CCC#N)nc1-c1cccc(Cl)c1
#27 COc1ccc(N2C(=O)/C(=C/c3cccs3)C(=O)NC2=S)cc1
assay / entry	32	29	26	27
Scp-1 inhibitor	-1	-11	-6	11
MsrA inhibitor	-1.1	2.2	0.2	-0.4
Rpn11 block	i	i	i	i
DNMT1 block	2	-4	-3	2
NadD inh	-8	-3	-4	0
SUMO1-SIM PPI	-3	9	3	3
STEP block	-2	2	-1	-3
CSN inh	-1	107	2	0
LMPTP block	-1.0	2.8	0.6	-1.5
Tb MetRS inh	0.6	0.8	0.0	0.4

Additional results:
#33 CS(=O)(=O)c1ccc(C2=C(CNC(=O)c3cccs3)[C@H]3CC[C@@H](C2)N3CCOc2ccccc2)cc1
#34 COc1ccc(C2N(c3cc(C)on3)C(=O)C3CCCN32)cc1 (stereo not drawn)
#35 O=S1c2ccccc2-c2ccccc21
#36 c1ccc(-c2[nH]c(-c3ccccc3)[n+](CC3CO3)c2-c2ccccc2)cc1 (stereo not drawn)
#37 CCCCCCOc1ccc(CN2CCN(CCO)CC2)cc1
#38 COc1ccc2[nH]cc(CCN)c2c1
#39 CC12CN3CC(C)(CN(C1)C3c1ccncc1)C2=O (stereo not drawn)
#40 O=C(CCC(=O)N1CCOc2ccc(Cl)cc21)N1CCC2(CC1)OCCO2
assay / entry	33	34	35	36	37	38	39	40
Scp-1 inhibitor	.	-7	.	4	-8	10	-2	-4
MsrA inhibitor	-0.2	0.7	-1.0	0.9	3.7	0.3	0.2	0.1
Rpn11 block	i	i	i	i	i	i	i	i
DNMT1 block	3	-2	6	-1	0	-30	0	2
NadD inh	4	1	-4	0	9	19	5	-3
SUMO1-SIM PPI	1	2	-1	2	3	0	0	2
STEP block	-3	-1	1	-1	0	-1	11	2
CSN inh	0	0	0	-2	4	2	-2	-1
LMPTP block	-1.4	-1.4	-1.2	2.1	-1.7	-0.7	-1.0	-1.1
Tb MetRS inh	-1.7	0.3	-0.2	-0.4	-0.8	0.0	0.2	-0.3

#41 CCN(CC)c1ccc(/C=C2\C(=O)NC(=O)N(Cc3ccco3)C2=O)cc1
#42 Cc1ccccc1N
#43 OC1CCCCC1N1CCC(c2ccccc2)CC1 (stereo not drawn)
#44 COC(=O)C1=C(c2ccc(C(C)=O)cc2)C[C@@H]2CC[C@H]1N2C(=O)N1CCC(C)CC1
#45 COc1ccc(C=O)cc1O
#46 COC(=O)C1=C(c2ccc(OC)c(OC)c2)C[C@@H]2CC[C@H]1N2C(=O)NCCOc1ccccc1Cl
#47 Cc1c(NP(=O)(C(C)(C)C)C(C)(C)C)c(=O)n(-c2ccccc2)n1C
#48 C[C@]12CCC3C(CC[C@H]4[C@@H](O)[C@H](O)CC[C@]34C)C1CCC2=O (stereo partly drawn)
#49 O=C1NC(=O)[C@]2(Cc3ccccc3N3CCN(c4ccccc4)CC32)C(=O)N1Cc1ccccc1 (stereo partly drawn)
assay / entry	41	42	43	44	45	46	47	48	49
Scp-1 inhibitor	-1	-9	-9	5	-11	-10	-6	-7	-10
MsrA inhibitor	3.7	-0.6	-0.8	1.1	0.3	0.8	0.4	0.8	0.4
Rpn11 block	i	i	i	i	i	i	i	i	i
DNMT1 block	39	-1	2	3	1	1	-1	3	6
NadD inh	12	6	4	0	-1	0	0	-1	48*
SUMO1-SIM PPI	5	7	1	1	1	6	-5	0	20
STEP block	-3	3	0	1	0	0	0	-3	3
CSN inh	54*	2	7	3	-2	-2	-5	0	2
LMPTP block	0.0	0.4	-1.1	-0.1	-0.6	-12	-1.1	-1.7	3.3
Tb MetRS inh	-0.6	-0.6	-0.6	-0.3	-0.2	-0.2	-0.6	0.0	-0.5

Not all compounds are listed (hit frequency here may not be typical).
